TAAR1 antag: antagonists of human TAAR1; AID 624466; actives 1.5% (n = 360,000); inhibition, % at 3 µM; Q96RJ0; CHO RD-HGA16 TAAR1, Fluo-8 calcium fluorescence, antagonist;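 active means inhibition above a per-plate cutoff, the mean inhibition of test compounds on that plate plus 3 SD, cut at about 49% in these data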;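 further: 0% = DMSO plus EC80 beta-PEA response and 100% = DMSO alone without agonist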
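Test system: RD-HGA16 CHO cells with stable hTAAR1 and Gα16 / Probe or stimulus: EC80 β-phenethylamine stimulus / Times: seeding 17-24 h prior, 75-min 37 °C, 30-min RT dye loading / Detection: Fluo-8 calcium-sensitive fluorescence / Read-out basis: % inhibition scaled between DMSO and EC80 PEA controls / Repeats: singlicate, one well per test compound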
CHRM1 antagonist: antagonists of human M1 muscarinic receptor; AID 588852; actives 1.3% (n = 360,000); inhibition, % at 3 µM; CHO-K1 hM1, Fluo-8 calcium fluorescence, ACh EC80 antagonist; P11229;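 active means percent inhibition above its own plate's cutoff, namely the mean of that plate's compound wells plus 3 SD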;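 further: peak over basal fluorescence ratio during 140 s after agonist addition; 0% = ACh EC80 plus DMSO and 100% = DMSO alone without agonist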
Target sequence (P11229 whole entry, looked up): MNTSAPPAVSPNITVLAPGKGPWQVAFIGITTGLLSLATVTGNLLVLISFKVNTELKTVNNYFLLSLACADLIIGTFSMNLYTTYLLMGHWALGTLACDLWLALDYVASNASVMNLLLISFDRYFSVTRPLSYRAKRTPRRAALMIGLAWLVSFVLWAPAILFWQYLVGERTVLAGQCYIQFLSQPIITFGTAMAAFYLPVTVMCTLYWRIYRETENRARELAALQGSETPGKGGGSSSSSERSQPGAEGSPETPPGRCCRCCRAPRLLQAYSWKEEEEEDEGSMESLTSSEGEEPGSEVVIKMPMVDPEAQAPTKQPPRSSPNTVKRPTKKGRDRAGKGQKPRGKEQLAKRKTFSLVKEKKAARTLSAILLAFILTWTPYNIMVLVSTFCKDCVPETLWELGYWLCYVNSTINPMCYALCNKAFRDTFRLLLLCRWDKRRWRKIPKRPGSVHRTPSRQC
M1 ag: agonists of human M1 muscarinic receptor | actives 0.33% (n = 360,000) | P11229 | activation, % at 3 µM | CHO-K1 hM1, Fluo-8 calcium fluorescence, agonist mode; 0% DMSO, 100% acetylcholine EC100 | AID 588814;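 active means activation above the run's mean compound activation plus 3 SD, cut at about 16% in these data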;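 further: peak over basal fluorescence ratio within a 140 s kinetic read after compound addition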
TAAR1 agonist: agonists of human TAAR1; Q96RJ0; CHO RD-HGA16 TAAR1, Fluo-8 calcium fluorescence; vehicle wells 0%, saturating PEA agonist 100%; activation, % at 3 µM; actives 0.99% (n = 360,000); AID 624467;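 active means activation above the mean activation of all test compounds in the run plus 3 SD, cut at about 38% in these data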
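Benchmarks: low control DMSO, high control PEA (EC100); System: CHO RD-HGA16 cells carrying human TAAR1 plus Gα16; Detection: Fluo-8 fluorescence, 5 s baseline then 140 s kinetic read; Schedule: 17-24 h plating, Fluo-8 75 min 37 °C, 30 min RT; Read-out basis: % activation from peak over basal fluorescence ratio, DMSO-to-PEA scaled.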
OXTR potentiate: potentiators of human oxytocin receptor. activation, % at 3 µM. actives 0.061% (n = 320,000). CHO-OTR cells, Fluo-8 calcium fluorescence, potentiator mode; 0% = oxytocin EC15, 100% = EC100. P30559. AID 2445;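 active means activation above that plate's cutoff, the mean activation of tested compounds plus 3 SD, cut at about 6.6% in these data, passing the limit was not always enough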;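 further: 100% uses oxytocin at 75 nM as the full agonist control; some results filed as inactive read as strong as hits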
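Material: CHO-OTR cells, human receptor; compound dosing: single dose, 3.0 µM nominal final compound concentration; schedule: 6 min compound pre-incubation at room temperature, 100 s kinetic read; measured by: kinetic Fluo-8 calcium fluorescence; read-out basis: % activation vs EC15 and EC100 oxytocin; controls: EC15 oxytocin alone as 0%, 75 nM oxytocin as 100%; replicates: singlicate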
CHO parental Ca: counter-screen for OX1R antagonists: effect in parental CHO cells; parental CHO-K1, ATP-induced calcium, Fluo-8 fluorescence; inhibition, % at 5.6 µM; actives 0.63% (n = 330,000);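 active means inhibition above that plate's mean sample inhibition plus 3 SD, cut at about 26% in these data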;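 further: 0% = ATP-challenged DMSO wells and 100% = DMSO wells without ATP; some compounds past the cut are filed as inactive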
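Assay system: untransfected parental CHO cell line. Also added: ATP agonist challenge. Dosing: one dose, 5.6 µM nominal. Measured by: Fluo-8 fluorescence. Read-out: % inhibition. Benchmarks: ATP wells versus no-ATP DMSO wells. Repeats: no replicates.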
OXTR agonist: human OXTR agonism. AID 2435. P30559. activation, % at 3 µM. CHO-OTR cells, Fluo-8 calcium fluorescence; normalized: DMSO 0%, oxytocin 100%. actives 0.32% (n = 320,000);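 active means activation above the mean of all tested compounds plus 3 SD, cutoff set per screening run, cut at about 20% in these data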;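 further: peak over basal fluorescence ratio from a 100 s FLIPR kinetic read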
CHRM1 PAM: human CHRM1 positive allosteric modulation. actives 0.088% (n = 360,000). CHO-K1 hM1, Fluo-8 calcium fluorescence, ACh EC20; 0% = ACh EC20, 100% = maximal ACh. P11229. activation, % at 3 µM; in the data active means activation above about 19%, passing the limit was not always enough
V1aR counter: V1a receptor agonism, counter-screen for OXTR agonists; P37288; CHO-V1R cells, Fluo-8 calcium fluorescence, agonist mode; 0% DMSO, 100% 3 nM vasopressin; activation, % at 3 µM; actives 0.25% (n = 320,000); AID 2797;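 active means activation above the mean activation of all tested compounds plus 3 SD, per screening run, cut at about 20% in these data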;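 further: signal is peak over basal fluorescence ratio across a 100 second FLIPR read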
Target sequence (P37288 whole entry, looked up): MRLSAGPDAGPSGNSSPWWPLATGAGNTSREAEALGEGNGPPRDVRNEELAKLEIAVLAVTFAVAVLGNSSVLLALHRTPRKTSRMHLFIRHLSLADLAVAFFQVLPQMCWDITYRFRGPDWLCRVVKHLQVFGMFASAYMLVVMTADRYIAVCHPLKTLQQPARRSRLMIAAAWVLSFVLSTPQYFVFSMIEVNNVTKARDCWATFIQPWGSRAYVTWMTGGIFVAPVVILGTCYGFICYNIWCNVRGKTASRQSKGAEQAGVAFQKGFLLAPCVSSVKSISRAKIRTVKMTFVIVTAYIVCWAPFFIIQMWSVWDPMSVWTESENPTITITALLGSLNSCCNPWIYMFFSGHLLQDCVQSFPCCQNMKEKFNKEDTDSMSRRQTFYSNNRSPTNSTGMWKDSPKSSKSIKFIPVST
An asterisk follows results filed as active; / = no result given.

[1] CCOC(=O)NC(=O)CSc1ccc2ccccc2n1
[2] C[C@H](CO)N1C[C@H](C)[C@@H](CN(C)S(=O)(=O)c2ccc(F)cc2)Oc2c(NS(=O)(=O)c3ccc(F)cc3)cccc2C1=O
[3] Cc1nc(SCC(=O)c2c[nH]c3ccccc23)n[nH]1
[4] Cc1cc(Nc2ccc(F)cc2C)n2ncnc2n1
[5] COc1ccc(CN(C)CC(=O)NC2CCCc3ccccc32)cc1OC (stereo not drawn)
[6] COc1ccc(C2=[N+](C)CCn3cccc32)c(OC)c1
[7] O=C(COC(=O)c1c2ccccc2cc2ccccc12)NCC(F)(F)F
[8] Nc1cc(F)ccc1N1CCCCCC1

Compound	1	2	3	4	5	6	7	8
M1 ag	-3	-6	-3	-5	-4	-12	-7	-16
CHRM1 antagonist	8	-4	-3	-9	-13	-7	-10	11
OXTR agonist	-2.1	0.4	0.1	-0.6	0.5	1.2	-3.6	11
CHO parental Ca	3	-19	3	-5	-11	-5	-32	4
TAAR1 agonist	1	8	1	0	3	-1	-2	-1
CHRM1 PAM	3	1	4	7	5	5	3	-17
TAAR1 antag	-27	6	9	-14	20	-9	-9	20
V1aR counter	-1.1	0.7	-0.2	0.7	0.3	0.5	-0.7	0.7
OXTR potentiate	0	1	-15	-8	1	3	4	-12

[9] CC(=O)N1CCN(C(=O)c2cc3c(s2)CCC(C)C3)CC1 (stereo not drawn)
[10] CC1(C)CC(=O)C2=C(C1)NC(=O)NC2c1ccccc1 (stereo not drawn)
[11] Cc1ccc(CN2CCc3[nH]c(=S)[nH]c(=O)c3C2)cc1
[12] O=c1c2ccccc2n2cnnc2n1-c1ccccc1
[13] COc1ccc(CCN2C(=O)CC(NNC(=O)c3ccccc3Br)C2=O)cc1 (stereo not drawn)
[14] O=C(NNC(=O)C1CCCCC1)c1ccco1
[15] CC(Sc1nnc2n1CCCCC2)C(=O)Nc1ccccc1[N+](=O)[O-] (stereo not drawn)
[16] O=C(NC1CCCCC1)C(c1cc2ccccc2o1)N1CCOCC1 (stereo not drawn)

Compound	9	10	11	12	13	14	15	16
M1 ag	-5	-1	-3	-3	-3	-6	-5	-3
CHRM1 antagonist	-18	-8	-8	-20	-2	2	-6	-19
OXTR agonist	/	-2.0	0.5	0.6	0.8	1.0	0.4	/
CHO parental Ca	/	-19	1	-5	-19	0	-12	/
TAAR1 agonist	-1	3	0	4	2	7	-1	0
CHRM1 PAM	7	11	3	18	1	-4	7	1
TAAR1 antag	-9	-3	-10	1	-4	14	3	1
V1aR counter	/	-1.2	0.9	0.0	2.2	0.1	0.7	/
OXTR potentiate	/	-10	-5	-9	-5	-10	-4	/

Complete entries as entered above. Order of screens: M1 ag | CHRM1 antagonist | OXTR agonist | CHO parental Ca | TAAR1 agonist | CHRM1 PAM | TAAR1 antag | V1aR counter | OXTR potentiate
Profile of `O=C(NNC(=O)C1CCCCC1)c1ccco1` → -6 | 2 | 1.0 | 0 | 7 | -4 | 14 | 0.1 | -10
Profile of `CC(Sc1nnc2n1CCCCC2)C(=O)Nc1ccccc1[N+](=O)[O-]` (stereo not drawn) → -5 | -6 | 0.4 | -12 | -1 | 7 | 3 | 0.7 | -4
Profile of `O=c1c2ccccc2n2cnnc2n1-c1ccccc1` → -3 | -20 | 0.6 | -5 | 4 | 18 | 1 | 0.0 | -9
Profile of `O=C(NC1CCCCC1)C(c1cc2ccccc2o1)N1CCOCC1` (stereo not drawn) → -3 | -19 | / | / | 0 | 1 | 1 | / | /
Profile of `CC1(C)CC(=O)C2=C(C1)NC(=O)NC2c1ccccc1` (stereo not drawn) → -1 | -8 | -2.0 | -19 | 3 | 11 | -3 | -1.2 | -10

More structures
[17] COC(=O)c1ccc(C2C(C(=O)c3cc4ccccc4o3)=C(O)C(=O)N2c2cc(C)on2)cc1 (stereo not drawn)
[18] O=C(COC(=O)CNC(=O)C1CCCCC1)Nc1ccc2ccccc2c1
[19] COc1ccc(-c2cc(=O)oc3cc(OCC(=O)NCC4CCC(C(=O)O)CC4)ccc23)cc1 (stereo not drawn)
[20] COc1ccc2[nH]c3c(c2c1)CCN1C(=O)C(CC(=O)NCc2cccc(C(F)(F)F)c2)C[C@H](C(=O)N2CCCCC2)[C@@]31CCc1ccccc1 (stereo partly drawn)
[21] Cc1cc2oc(=O)cc(Cn3nnc(-c4ccc(Cl)cc4)n3)c2cc1C(C)C
[22] C[C@@H]1CN([C@H](C)CO)C(=O)CCCn2nncc2CO[C@@H]1CN(C)S(=O)(=O)c1ccc(Oc2ccccc2)cc1
[23] CSc1ccccc1-c1nnc(-c2ccc(C)cc2)o1
[24] CC1CCCN(CCC(=O)Nc2ccc3c(c2)CCC3)C1 (stereo not drawn)

Compound	17	18	19	20	21	22	23	24
M1 ag	0	-4	-4	3	/	-11	-3	-7
CHRM1 antagonist	-6	9	-12	-20	/	-13	-13	33*
OXTR agonist	0.8	-0.1	1.1	/	-1.1	/	-1.5	1.6
CHO parental Ca	-11	1	-1	-32	-24	/	-22	-9
TAAR1 agonist	3	15	1	0	/	0	12	7
CHRM1 PAM	6	-3	3	13	/	4	8	-20
TAAR1 antag	-18	7	-20	-25	/	-18	-10	13
V1aR counter	0.5	0.2	0.3	/	-1.1	/	-0.9	0.9
OXTR potentiate	-5	-3	4	/	-6	/	-13	-1

[25] Cc1ccc(C(=O)NCc2ccc3c(c2)OCO3)c(Cl)c1
[26] OCC[C@@H]1C[C@@H](O)[C@H](O)[C@@]2(Cc3ccccc3O2)O1
[27] CS/C(=C\[N+](=O)[O-])Nc1ccc(F)cc1
[28] Cc1cc(N2CCN(Cc3cn(C)nc3-c3cccc(Cl)c3)CC2)cc(C)n1
[29] COc1ccc(NC(=O)N2CCOCC2)cc1
[30] CCC(C)[C@H](NC(=O)NC1CCN(Cc2ccccc2)CC1)C(=O)OC (stereo partly drawn)
[31] Cc1nnsc1C(=O)N/N=C/c1cccc(C(F)(F)F)c1
[32] C(=C\c1ccc2nncn2c1)/c1ccccc1

Compound	25	26	27	28	29	30	31	32
M1 ag	2	-2	-2	-6	-1	-13	-2	-2
CHRM1 antagonist	-16	7	1	2	2	-6	-6	-11
OXTR agonist	/	0.3	0.6	4.8	0.8	0.5	-0.3	/
CHO parental Ca	/	-9	-8	-8	6	-10	-14	/
TAAR1 agonist	0	-1	12	4	4	2	10	3
CHRM1 PAM	21	1	0	1	3	1	4	6
TAAR1 antag	-6	3	-25	-17	-15	1	-31	2
V1aR counter	/	-0.3	-0.7	0.6	0.7	0.6	0.1	/
OXTR potentiate	/	-11	-22	-7	-6	-2	-6	/

[33] O=C1NC(=O)N(Cc2ccccc2F)C1=O
[34] O=C(CN1CCN(S(=O)(=O)c2ccc(F)cc2)CC1)Nc1ccccc1F
[35] CC(C)Nc1nc(SCC(N)=O)nc(N2CCOCC2)n1
[36] CSc1nc2sc3c(c2c2nnnn12)CCCC3
[37] CCOC(=O)C(=CN=C(N)Nc1nc2ccccc2o1)C(=O)OCC
[38] Clc1ccc2c(NCc3ccccc3)ccnc2c1
[39] CN(C)c1ccc(/C=C2\CCC/C(=C\c3ccccc3)C2=O)cc1
[40] O=C(Nc1ccc(S(=O)(=O)O)cc1)c1ccc2c(c1)S(=O)(=O)c1ccccc1C2=O

Compound	33	34	35	36	37	38	39	40
M1 ag	0	-2	-1	-7	-5	-5	6	-3
CHRM1 antagonist	-11	-4	0	2	-3	-1	21	12
OXTR agonist	-0.4	-0.2	1.1	-0.9	-2.7	6.1	15	0.1
CHO parental Ca	1	-8	-3	1	-13	-6	51*	5
TAAR1 agonist	0	9	7	17	5	7	19	13
CHRM1 PAM	8	4	3	3	8	-9	0	7
TAAR1 antag	2	10	2	9	-10	25	18	-9
V1aR counter	2.8	0.8	0.7	-1.1	-0.8	10	12	0.2
OXTR potentiate	-5	-7	-2	-8	-19	-11	-8	5

[41] O=C(c1cc(COc2ccc(F)cc2F)on1)N1CC[C@@H]2CCCC[C@H]2C1
[42] CCOC(=O)CSc1nnc(COc2ccc3ccccc3c2)o1
[43] O=C(c1ccc(Cn2c(=S)[nH]c3ccc(Br)cc3c2=O)cc1)N1CCN(C2CCCCC2)CC1
[44] COc1cc(NC(=O)C2CCCN(S(=O)(=O)c3cccc4nsnc34)C2)cc(OC)c1 (stereo not drawn)
[45] C=C1C(=O)O[C@@]23[C@H]1CC[C@@H](C)[C@@H]2CC[C@@]1(C)O[C@@H]31
[46] COc1ccc(N2CCN(c3oc(COc4ccc(Cl)cc4)nc3C#N)CC2)cc1
[47] CCn1c(=S)sc2c(=O)n(CC(=O)Nc3ccc(Cl)cc3)c(C)nc21
[48] O=C(c1ccc(NS(=O)(=O)c2ccc3[nH]c(=O)[nH]c3c2)cc1)N1CCCCC1

Compound	41	42	43	44	45	46	47	48
M1 ag	-5	1	-8	-2	-3	-3	-2	-3
CHRM1 antagonist	19	-6	12	0	-11	-2	-23	-9
OXTR agonist	-1.6	/	0.6	1.4	0.3	-0.2	0.5	-0.5
CHO parental Ca	-11	/	-14	-5	-7	3	-11	-17
TAAR1 agonist	0	7	-2	9	/	2	1	2
CHRM1 PAM	-7	7	-14	3	13	6	15	7
TAAR1 antag	0	-6	-9	18	/	-9	-7	-16
V1aR counter	0.7	/	0.3	0.8	-0.7	0.2	1.3	0.1
OXTR potentiate	-5	/	0	-5	-1	-13	0	-7

[49] CCCC1=NN2C(=N)/C(=C\c3ccc(SCc4ccco4)o3)C(=O)N=C2S1
[50] O=[N+]([O-])c1cc(C(F)(F)F)ccc1N1CCN(S(=O)(=O)c2ccc3c(c2)CCCC3)CC1
[51] CC1CCC(C(C)C)C(OCC(O)CN2CCCC(C)C2)C1 (stereo not drawn)
[52] C(=N\Nc1nc(Nc2ccccc2)nc(Nc2ccccc2)n1)/c1cccnc1
[53] COc1ccc(CN(CC(=O)NCc2ccc(F)cc2)C(=O)c2ccco2)cc1
[54] COc1ccccc1NC(=O)c1cc(S(=O)(=O)N2CCOCC2)ccc1Cl

Compound	49	50	51	52	53	54
M1 ag	4	-6	-8	-8	2	-1
CHRM1 antagonist	1	-2	15	17	-14	-2
OXTR agonist	3.6	0.1	-0.3	-1.9	9.8	-2.1
CHO parental Ca	8	-11	-4	-17	-1	-25
TAAR1 agonist	/	1	5	9	-2	0
CHRM1 PAM	-2	7	-13	-18	10	2
TAAR1 antag	/	-7	-47	57*	34	7
V1aR counter	2.0	0.4	-0.1	-1.2	2.5	-0.7
OXTR potentiate	-3	-7	-16	-12	-11	-14
